phage Ecoli inh = E. coli growth loss with phage present; growth absorbance; inhibition, % at 11.9 µM; actives 0.26% (n = 360,000); in the data active = inhibition above about 11%
Ecoli viability = counter-screen for AddAB inhibitors: E. coli growth inhibition. E. coli V3065 growth, OD600 absorbance, 18 h. inhibition, % at 11.9 µM. actives 0.27% (n = 330,000);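 active = inhibition above the campaign's mean inhibition across all tested compounds plus 3 SD, cut at about 9.9% in these data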;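 note: uninfected addAB+ strain grown without phage in ampicillin broth; 0% = DMSO wells and 100% = ciprofloxacin 0.95 µg/ml wells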
Tat transport = E. coli Tat transport inhibition | E. coli MC4100 TorA-mCherry Tat export, fluorescence | inhibition, % at 10 µM | actives 0.036% (n = 340,000);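 active = mean replicate inhibition at least 50% and at least half of replicates individually reaching 50%; inconclusive = only one of the two criteria met; inactive = neither criterion met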;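 note: exported cargo escapes ClpAP degradation while cytoplasmic cargo is degraded and loses fluorescence; 0% = median of neutral control wells and 100% = median of NaSCN control wells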
Rtt109 Vps75 = inhibitors of Candida albicans Rtt109/Vps75 histone acetyltransferase; Q5AAJ8; purified Rtt109/Vps75, ThioGlo CoA-SH fluorescence, 4 h; inhibition, % at 34.9 µM; actives 0.16% (n = 330,000); AID 540336;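 active = inhibition of at least 50% in every replicate; inconclusive = best replicate reaches 50% inhibition but some replicates fall short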
Target sequence (Q5AAJ8 whole entry, looked up): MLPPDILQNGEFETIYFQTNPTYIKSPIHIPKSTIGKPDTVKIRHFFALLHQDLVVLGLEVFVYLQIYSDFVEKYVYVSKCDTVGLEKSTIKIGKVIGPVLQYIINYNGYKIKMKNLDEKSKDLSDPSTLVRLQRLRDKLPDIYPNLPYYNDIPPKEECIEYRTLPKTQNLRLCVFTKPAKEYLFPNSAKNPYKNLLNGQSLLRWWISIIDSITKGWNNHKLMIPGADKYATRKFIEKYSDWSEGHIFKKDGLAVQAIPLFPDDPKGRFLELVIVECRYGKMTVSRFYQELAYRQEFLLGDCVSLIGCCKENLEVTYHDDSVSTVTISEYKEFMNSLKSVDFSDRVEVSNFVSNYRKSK
DAGLB inhibitor = blocks human DAGLB lipase activity; inhibition, % at 5.17 µM; AID 504411; actives 0.059% (n = 340,000); HEK293T DAGLB membrane lysate, EnzChek fluorogenic substrate; in the data active = inhibition above about 34%;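 note: 0% = enzyme with vehicle and 100% = wells lacking enzyme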
Target sequence (Q8NCG7 whole entry, looked up): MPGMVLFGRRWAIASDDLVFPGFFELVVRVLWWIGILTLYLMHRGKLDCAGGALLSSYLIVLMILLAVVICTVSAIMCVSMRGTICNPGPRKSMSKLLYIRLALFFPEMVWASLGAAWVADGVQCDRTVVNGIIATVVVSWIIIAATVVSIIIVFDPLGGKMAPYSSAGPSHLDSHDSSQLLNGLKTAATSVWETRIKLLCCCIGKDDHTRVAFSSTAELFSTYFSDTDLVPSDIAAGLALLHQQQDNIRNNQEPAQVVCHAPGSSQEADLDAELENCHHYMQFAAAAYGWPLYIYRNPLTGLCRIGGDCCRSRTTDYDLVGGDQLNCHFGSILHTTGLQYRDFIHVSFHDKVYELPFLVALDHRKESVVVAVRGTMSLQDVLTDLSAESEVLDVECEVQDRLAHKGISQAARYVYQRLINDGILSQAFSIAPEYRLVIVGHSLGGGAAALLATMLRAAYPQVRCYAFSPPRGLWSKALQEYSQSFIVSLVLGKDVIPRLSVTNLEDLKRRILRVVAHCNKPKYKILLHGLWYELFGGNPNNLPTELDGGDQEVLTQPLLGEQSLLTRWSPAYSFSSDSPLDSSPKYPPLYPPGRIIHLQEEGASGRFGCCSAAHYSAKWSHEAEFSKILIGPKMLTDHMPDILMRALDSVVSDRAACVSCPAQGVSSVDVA
PvdQ inh = P. aeruginosa PvdQ acylase inhibition; purified PvdQ acylase, fluorescence plate reader; actives 0.063% (n = 340,000); inhibition, % at 10 µM; in the data active = inhibition above about 30%, passing the limit was not always enough; inconclusive = no clear call, values can overlap the other calls;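 note: 0% = vehicle neutral wells and 100% = reference inhibitor wells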
CAL PDZ inh = blocks peptide binding to human CAL PDZ domain; Q9HD26; purified CAL PDZ, TMR-peptide fluorescence polarization, 1 h; inhibition, % at 20 µM; actives 0.02% (n = 330,000); AID 504414;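 active = highest replicate inhibition of at least 40%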;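 note: plate controls were DMSO neutral control wells for no effect and unlabeled competitor peptide control wells for full effect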
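Assay system – tagged CAL PDZ protein CerCALP, purified · Timing – 1 h at RT · Compound – single point, 20 µM · Measured by – fluorescence polarization from S- and P-plane intensities, G-factor corrected · Evaluation – inhibition from polarization loss · Probe or stimulus – TMR reporter peptide T*-PRC34 · Buffer or medium – pH 7.4 phosphate-saline buffer, reducing agent, detergent, IgG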
Wnt act = Wnt/beta-catenin pathway activation; activation, % at 9.35 µM; Wnt/beta-catenin reporter cell assay, activator, plate reader; actives 1.2% (n = 300,000); in the data active = activation above about 30%, passing the limit was not always enough; inconclusive = no clear call, values can overlap the other calls;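 note: 0% = neutral control wells and 100% = positive control wells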
PfHsp90 set2 = reduces growth (ATP signal) of yeast expressing P. falciparum Hsp90 | actives 0.32% (n = 310,000) | inhibition, % at 9.4 µM | S. cerevisiae expressing PfHsp90, BacTiter-Glo ATP, 48 h; yeast lacking PDR1 and PDR3 efflux regulators;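 active = every replicate shows inhibition above about 80%, whatever the replicate mean, limit read from the data; inconclusive = mean inhibition reaches the set limit but some replicate falls short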;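 note: 0% = DMSO neutral controls and 100% = 20 µM radicicol positive controls; yeast relying on Plasmodium falciparum Hsp90 in place of its own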
AddAB inh = less growth of phage-infected E. coli with AddAB | E. coli expressing H. pylori AddAB, absorbance growth | inhibition, % at 11.9 µM | actives 0.29% (n = 330,000) | AID 435030; in the data active = inhibition above about 12%;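 note: 0% = vehicle wells of infected cells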
An asterisk follows results filed as active; u = inconclusive; x = not tested or not shown.

SMILES	phage Ecoli inh	Ecoli viability	Tat transport	Rtt109 Vps75	DAGLB inhibitor	PvdQ inh	CAL PDZ inh	Wnt act	PfHsp90 set2	AddAB inh
CC1Cc2ccccc2N1C(=O)CN(C)CC(=O)Nc1ccc(OC(F)(F)F)cc1 (stereo unspecified)	-1.9	0.0	22	4	-5	-15	-1.9	-3	-25	-0.1
COC(=O)N/N=C/c1cn(Cc2ccccc2F)c2ccccc12	0.6	-0.2	-4	x	1	7	0.2	-3	-17	-2.4
COc1cccc(N(CC(=O)N2CCc3ccccc3C2)S(C)(=O)=O)c1	3.0	2.2	3	0	0	1	-2.0	0	x	2.9
CCOC(=O)c1c(N)sc(=S)c2c1CCC2	0.8	-4.8	-19	7	6	9	-0.6	-6	22	-2.7
COC(=O)C(CCC(C(=O)OC)N1C(=O)c2ccccc2C1=O)N1C(=O)c2ccccc2C1=O (stereo unspecified)	4.1	x	0	-6	-2	-18	-0.9	0	-7	x
COC(=O)c1ccc(NC(=O)CCOc2ccccc2)cc1	-1.9	0.2	-6	-3	-1	-10	-3.1	1	6	1.5
COc1cc(/C=N/NC(=O)c2cccnc2)ccc1OS(=O)(=O)c1ccc(F)cc1	0.6	1.3	-3	7	1	-15	-3.0	x	1	3.6
CCc1nc(SCC(=O)NCCc2ccccc2)n[nH]1	0.2	2.0	-5	1	-4	1	0.4	0	27	2.5
N#Cc1ccccc1NC(=O)CSc1n[nH]c(=O)n1C1CC1	1.8	-0.1	0	7	-2	7	-0.6	-4	x	-3.5
CCOC(=O)C1CCCN(C(=O)c2cc(-c3ccccc3)nc3ccccc23)C1 (stereo unspecified)	3.7	-4.0	-3	-2	-1	-4	-0.5	-3	9	0.3
CCCc1cc(=O)[nH]c(SCC(=O)Nc2c(C)cccc2C)n1	x	-1.4	-1	-3	-4	-16	-0.5	1	x	-1.0
c1cn2c(Nc3ccc4c(c3)OCCO4)c(-c3ccc(N4CCOCC4)cc3)nc2cn1	0.1	-0.3	8	-4	1	4	0.7	49*	-7	-0.6
O=C(CN1C(=O)S/C(=C\c2cccs2)C1=O)Nc1ccc(O)c(C(=O)O)c1	2.2	-1.1	11	35	19	0	-3.9	-1	3	0.1
COc1ccc(NC2CCCN(C(=O)CSc3ccccc3)C2)cc1 (stereo unspecified)	3.3	-0.6	-6	4	0	-19	-2.5	-2	13	2.7
C=CCN1C(=O)c2ccccc2NC1c1cc(Br)cs1 (stereo unspecified)	4.9	2.0	3	-10	1	-10	-2.3	1	1	3.6
COc1ccc(NC(=O)Cn2c([N+](=O)[O-])cnc2C)cc1Cl	4.6	4.5	5	3	0	-13	0.4	3	11	4.5
CC(C)c1nc2sc3c(c2c(=O)o1)CCCC3	2.5	0.6	-9	0	0	-2	0.0	x	3	4.5
O=C(Oc1cncc(Cl)c1)c1ccco1	3.5	-1.3	-1	-7	1	2	0.2	x	4	0.1
CCc1nccn1S(=O)(=O)c1ccc(OC)c(C)c1C	-0.7	-1.8	-10	7	1	-10	-2.0	x	0	-0.2
CCOc1ccc(S(=O)(=O)Nc2ccccc2C(=O)N/N=C/c2c(OC)ccc3ccccc23)cc1	3.1	1.6	-1	3	1	8	-0.3	0	-6	2.6
CN(C)S(=O)(=O)c1ccc(C(=O)NNC(=O)C2COc3ccccc3O2)cc1 (stereo unspecified)	3.4	-1.1	-5	3	-2	-9	-2.8	-1	11	2.8
Cc1ccc(NC(=O)CCC(=O)OCc2ccc(Br)cc2)cc1	1.3	1.4	-1	-2	-5	-13	0.0	-1	-34	2.1
CCOc1cccc(CNCc2ccc(C(=O)O)cc2)c1	4.3	-1.2	-2	1	-3	-16	-0.5	-1	-35	4.0
CC(C)(C)N(Cc1ccccc1)C(=O)COC(=O)c1ccc(N2CCCC2=O)cc1	2.8	-0.9	-5	1	0	-4	-0.5	-1	-7	0.0
COc1cc(SC)ccc1C(=O)Nc1c(Cl)cncc1Cl	1.6	1.2	-6	-7	-4	7	0.0	-1	14	4.0
Cc1c(CCC(=O)O)c(=O)oc2c(C)c(OCc3ccccc3Cl)ccc12	-0.9	0.0	-4	-2	0	-14	-2.5	2	-6	-0.2
c1ccc(-c2ccccc2OCCCCN2CCCCCC2)cc1	2.6	2.0	0	22	-1	-16	-1.7	-6	4	2.5
Cc1ccc(S(=O)(=O)/N=C2/NC(=O)/C(=C\c3ccco3)S2)cc1	0.7	0.3	3	24	13	4	-2.5	x	26	-2.9
O=C1OC(Nc2ccc(F)cc2F)c2ccccc21 (stereo unspecified)	4.4	1.4	0	7	2	-7	-0.2	x	-4	-0.4
CCN(CC)C(=O)N1c2ccccc2C=Cc2ccccc21	3.6	-0.2	-1	-13	-3	-17	-0.2	x	2	1.7
CCOC(=O)c1ccc(CSc2n[nH]c(C)n2)o1	3.7	1.9	19	4	-1	-12	-2.2	4	-33	5.1
CCn1nc(NC(=O)c2ccncc2)c2cc3cc(C)ccc3nc21	-1.8	-1.4	4	1	-4	-27	-0.8	0	5	1.9
CC1C=CCC2C(=O)N(c3cc(Cl)ccc3O)C(=O)C12 (stereo unspecified)	2.6	2.6	-7	-5	-4	-6	-2.2	0	-2	-0.2
CCN(CC)CCn1c2c(c(SCC(=O)Nc3cccc4ccccc34)nc1=O)CCCC2	1.5	0.0	1	13	3	5	-1.5	-1	-11	-0.7
COc1cccc(CN2CCN(C(=O)CCc3nnc(C4CCCCC4)o3)CC2=O)c1	2.2	2.5	4	2	-4	-11	-1.8	9	-20	3.3
O=C(N=C1SC2CS(=O)(=O)CC2N1Cc1ccccc1)C1CCCCC1 (stereo unspecified)	1.6	-2.7	-4	-2	-1	-7	-0.9	-1	-2	4.7
CN(C(=O)c1cccc(NC(=O)Cc2ccc(NC(=O)C3CCN(C(=O)c4ccccc4)CC3)cc2)c1)C1CCCCC1	2.1	x	-5	-3	-2	17	1.8	-1	1	x
CCc1cccc(-n2c(SCC(=O)c3c(N)n(C4CC4)c(=O)[nH]c3=O)nnc2N2CCOCC2)c1	-0.3	x	4	0	3	-6	-0.6	-3	6	x
Cn1cnnc1Sc1ccc(C(F)(F)F)cc1[N+](=O)[O-]	5.5	-1.0	-1	-9	x	-13	0.2	1	-5	1.0
CCc1nnc(NC(=O)c2ccc(-c3ccc(F)cc3)o2)s1	-0.8	1.9	3	17	1	1	-0.8	0	15	-0.5
Cc1ccc(S(=O)(=O)N(C)C)cc1NC(=S)N1CCc2ccccc21	1.5	-0.8	8	3	-1	-5	-1.8	-1	1	0.1
CC(C)c1nc(SCC(=O)NCC2CCCO2)c2c(=O)n(C)c(=O)n(C)c2n1 (stereo unspecified)	2.1	0.7	-2	-2	1	-6	-2.3	0	-27	1.8
Cc1nnc(SCc2cc(=O)[nH]c(/N=C(\N)Nc3ccccc3)n2)s1	2.6	2.5	4	0	0	-4	-0.9	-5	16	0.1
O=C1CCC[C@@H]2C[C@@]3(C[C@@H]4CCN1[C@H]24)Nc1cc(Cl)c(Cl)cc1NC3=NCc1ccccc1	2.9	x	16	9	4	-14	-1.2	9	9	x
O=[N+]([O-])c1cnn(-c2nc(-c3cccs3)cc(C(F)(F)F)n2)c1	1.4	-0.7	2	4	1	-7	8.5	1	8	0.8
CC1CCCN(c2oc(-c3cccc4ccccc34)nc2C#N)C1 (stereo unspecified)	1.6	-1.5	15	4	2	-7	-2.4	x	19	1.0
COC(=O)c1ccc(NC(=O)CSc2nnc(-c3ccccc3)n2C)cc1	0.8	0.0	-6	-1	0	-10	-0.8	-2	19	1.9
CC(Cn1cncn1)NC(=O)c1cc(COc2cccc(C(F)(F)F)c2)on1 (stereo unspecified)	0.6	1.9	-4	-1	4	-10	0.0	1	19	0.9

Wnt act, hit marks shown above
canonical_smiles	phage Ecoli inh	Tat transport	Rtt109 Vps75	DAGLB inhibitor	PvdQ inh	CAL PDZ inh	Wnt act	PfHsp90 set2	AddAB inh
c1cn2c(Nc3ccc4c(c3)OCCO4)c(-c3ccc(N4CCOCC4)cc3)nc2cn1	0.1	8	-4	1	4	0.7	49*	-7	-0.6

Next part.
SMILES	phage Ecoli inh	Ecoli viability	Tat transport	Rtt109 Vps75	DAGLB inhibitor	PvdQ inh	CAL PDZ inh	Wnt act	PfHsp90 set2	AddAB inh
c1ccc(NC(=NCc2ccco2)c2ccccc2)cc1	2.9	-0.7	u	-5	1	-4	-1.9	-11	-1	-0.6
O=C(Nc1nccs1)c1cc(Cl)ccc1[N+](=O)[O-]	1.2	2.1	-5	0	0	16	-2.3	x	2	4.7
CN1/C(=C/C(=O)C2CCC2)Sc2ccccc21	0.9	0.2	0	-2	0	-2	-2.1	22	12	3.4
Cc1ccc(CCNS(=O)(=O)c2cc3c(cc2C)n(C)c(=O)c(=O)n3C)cc1	1.8	-4.7	3	13	-3	3	-0.5	-2	-11	3.9
COc1cc(Br)cc(-c2nc3c(c(=O)[nH]c(=O)n3Cc3ccccc3)n2C)c1O	2.0	0.5	-4	-7	12	-1	-2.9	1	x	2.0
O=C(Nc1ccc(Cl)c(Cl)c1)N1CCCCCC1	-0.2	0.8	-6	1	-3	-9	-0.3	25	-10	4.6
Cc1ccc(CN(Cc2cccnc2)C(=O)CN2C(=O)COc3ccccc32)o1	x	-1.0	-4	-5	-2	2	-0.7	-1	x	2.3
Cc1noc(C(=O)NC2CCCCC2)c1Cl	-0.6	-2.5	1	1	0	-7	0.7	-2	8	0.1
COc1ccc(/C=C2\SC(=S)N(CCC(=O)Nc3ccc(C(=O)O)cc3)C2=O)cc1	-1.1	0.3	0	5	1	-3	-2.4	3	4	0.9
Cc1ccc(NC(=S)N(CCCN2CCN(C)CC2)Cc2cccs2)cc1	-6.6	1.3	14	8	-1	3	-1.2	0	x	2.5
COc1ccc(C(=O)NC(=S)Nc2ccc(N3CCCC3)cc2)cc1OC	3.4	1.3	-6	3	3	-8	0.4	x	17	0.9
CC1CC(C)(C)CC2(C1)NC(=O)N(CC(=O)OCc1ccc(Br)cc1)C2=O (stereo unspecified)	-0.8	-0.3	8	2	-2	3	0.1	0	10	-1.6
Cc1cccc(Nc2n[nH]c(=S)s2)c1C	3.7	0.5	-2	-4	3	-6	-1.2	1	-21	2.7
O=C(CN(Cc1ccc2c(c1)OCO2)C(=O)CNS(=O)(=O)c1ccccc1)NCC1CCCO1 (stereo unspecified)	-2.1	1.3	6	5	-1	-4	0.4	-1	-7	2.2
CCN(C(=O)c1cc2c(=O)[nH]c3ccc(C)cc3c2s1)c1ccc(OC)cc1	0.8	-0.4	-1	-4	-1	-11	-0.7	-8	-16	1.3
CC(=O)Nc1ccc(C#Cc2ccc(NC(C)=O)cc2)cc1	-0.9	1.1	-9	-29	-1	-5	-4.0	x	6	0.5
Cc1ccc(C)c2sc(NC(=O)c3ccc(N4C(=O)CCC4=O)cc3)nc12	1.8	0.1	-7	3	-2	14	0.5	-1	-6	1.8
COc1cccc(C(=O)NCc2ccc3c(c2)OCO3)c1OC	-1.9	x	3	5	-2	8	-0.7	0	38	x
Cc1ccc(NC(=O)Cn2c(=O)c3cccn3c3ccccc32)c(C)c1	3.3	-0.8	-6	-1	0	-8	-1.8	1	-18	-0.3

Source: PubChem (several laboratories)
